# Assay outcomes (PubChem BioAssay)
# Mot1-301 SUMO: SUMOylation pathway inhibition by Mot1-301 growth rescue; S. cerevisiae Mot1-301 growth rescue, ATP luminescence, 38.5C; percent above DMSO median, 100 means doubled; growth rescue, % at 18.8 µM; 320,000 compounds, 1% hits; AID 2716;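 active = every valid replicate shows activation above 250% relative to neutral control wells; inactive = the rest, any valid replicate at or below 250%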;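 also: OY570 slx delta 5 strain wells were the positive control but not used for scaling; some compounds called inactive have numbers as strong as hits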
# E coli growth: reduces bacterial viability in AddAB counter-screen | E. coli V3065 growth, OD600 absorbance, 18 h | inhibition, % at 11.9 µM | 330,000 compounds, 0.27% hits;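 active = inhibition above the campaign's mean inhibition across all tested compounds plus 3 SD, cut at about 9.9% in these data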;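 also: uninfected addAB+ strain grown without phage in ampicillin broth; 0% = DMSO wells and 100% = ciprofloxacin 0.95 µg/ml wells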
# AddAB inh: less growth of phage-infected E. coli with AddAB. E. coli expressing H. pylori AddAB, absorbance growth. inhibition, % at 11.9 µM. 330,000 compounds, 0.29% hits. AID 435030; in the data active = inhibition above about 12%;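 also: 0% = vehicle wells of infected cells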
# OPRM1-OPRD1 inv: inverse agonists of human mu-delta opioid receptor heterodimerization. AID 504357. inhibition, % at 9.3 µM. P35372+P41143. 340,000 compounds, 0.21% hits. cell-based MOR-DOR heterodimer luminescence, inverse agonism; in the data active = inhibition above about 22%, passing the limit was not always enough;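 also: 0% = cells with DMSO and 100% = wells without cells with DMSO; values of inactives mirror those of a sister screen read the other way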
# MOR-DOR ag: OPRM1-OPRD1 heterodimerization agonism | cells, luminescence | 340,000 compounds, 0.3% hits | activation, % at 9.3 µM | P35372+P41143; in the data active = activation above about 18%;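 also: 0% = vehicle-treated cells and 100% = reference agonist; values of inactives mirror those of a sister screen read the other way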
# HTR5A ag ctr: activates human HTR5A in OPRM1-OPRD1 agonist counter-screen; 340,000 compounds, 0.61% hits; activation, % at 9.3 µM; HTR5A agonist assay, luminescence, cell-based; in the data active = activation mostly above about 9.5%, no sharp cut-off; inactive = mostly below about 7.6%;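 also: 0% = cells with vehicle only and 100% = reference agonist; strong numbers were not always called active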
# Pemphigus Ab inh: blocks pemphigus antibody binding to human desmoglein-3; binding (percent of control), % at 10 µM; DSG3-coupled beads, scFv-anti-DSG3-GFP binding, flow cytometry; hits give low values; 310,000 compounds, 0.48% hits; AID 588358;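 active = binding more than 3 SD below its plate's average and above zero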;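 also: hits lower antibody fragment binding to DSG3; some compounds called inactive have numbers as strong as hits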
# Target sequence (P32926 whole entry, looked up, the tested form may be a part): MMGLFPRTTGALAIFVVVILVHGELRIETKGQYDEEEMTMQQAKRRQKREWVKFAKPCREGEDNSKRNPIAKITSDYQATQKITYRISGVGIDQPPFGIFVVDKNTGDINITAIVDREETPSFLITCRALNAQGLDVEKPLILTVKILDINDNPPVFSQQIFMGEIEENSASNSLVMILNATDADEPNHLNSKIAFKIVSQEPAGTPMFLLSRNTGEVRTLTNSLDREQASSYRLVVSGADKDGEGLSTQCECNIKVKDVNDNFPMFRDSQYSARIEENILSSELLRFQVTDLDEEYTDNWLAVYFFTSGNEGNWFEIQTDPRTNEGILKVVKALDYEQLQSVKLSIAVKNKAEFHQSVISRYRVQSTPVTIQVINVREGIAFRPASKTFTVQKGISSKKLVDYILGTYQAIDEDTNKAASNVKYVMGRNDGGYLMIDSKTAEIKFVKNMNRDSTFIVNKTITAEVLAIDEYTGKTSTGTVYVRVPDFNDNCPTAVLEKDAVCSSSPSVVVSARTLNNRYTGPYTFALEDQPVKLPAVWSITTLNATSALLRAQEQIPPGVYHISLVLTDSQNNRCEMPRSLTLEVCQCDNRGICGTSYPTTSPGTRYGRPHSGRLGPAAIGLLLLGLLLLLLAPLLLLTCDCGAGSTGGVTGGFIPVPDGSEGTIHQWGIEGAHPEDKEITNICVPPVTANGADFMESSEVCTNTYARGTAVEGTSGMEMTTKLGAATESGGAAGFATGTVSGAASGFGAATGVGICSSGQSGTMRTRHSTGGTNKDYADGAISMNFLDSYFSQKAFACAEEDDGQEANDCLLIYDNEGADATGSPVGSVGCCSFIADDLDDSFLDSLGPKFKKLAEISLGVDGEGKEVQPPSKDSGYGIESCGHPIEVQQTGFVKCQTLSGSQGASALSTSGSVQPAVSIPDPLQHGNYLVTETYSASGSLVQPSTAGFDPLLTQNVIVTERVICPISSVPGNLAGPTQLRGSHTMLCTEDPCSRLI
# PKA-R1A activ: activators of PKA-R1A complex | activation, % at 11.4 µM | 340,000 compounds, 0.083% hits | PKA-R1A dissociation, Cy5-IP20 fluorescence polarization; scaled: DMSO 0%, 113 µM cGMP 100% | AID 504707 | P00514+P68181;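 active = percent activation above the mean of all tested compounds plus 3 SD, cut at about 19% in these data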;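 also: higher means more PKAc released from R1A so a rise in polarization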
# phage Ecoli inh: E. coli growth loss with phage present; growth absorbance; inhibition, % at 11.9 µM; 360,000 compounds, 0.26% hits; in the data active = inhibition above about 11%
# HTR5A inv ag: inverse agonist of human HTR5A in OPRM1-OPRD1 counter-screen. AID 504634. inhibition, % at 9.3 µM. P47898. 340,000 compounds, 0.083% hits. HTR5A cell line, luminescence, inverse agonism; in the data active = inhibition mostly above about 23%, no sharp cut-off; inactive = mostly below about 18%;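 also: 0% = cells with DMSO and 100% = no-cell wells with DMSO; some compounds called inactive have numbers as strong as hits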
# PfHsp90 set2: growth inhibition of yeast expressing Plasmodium Hsp90 | S. cerevisiae expressing PfHsp90, BacTiter-Glo ATP, 48 h; yeast lacking PDR1 and PDR3 efflux regulators | 310,000 compounds, 0.32% hits | inhibition, % at 9.4 µM;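 active = every replicate shows inhibition above about 80%, whatever the replicate mean, limit read from the data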;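 also: 0% = DMSO neutral controls and 100% = 20 µM radicicol positive controls; yeast relying on Plasmodium falciparum Hsp90 in place of its own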
# The depositor's hits bear a star; nt = no result given.
SMILES,Mot1-301 SUMO,E coli growth,AddAB inh,OPRM1-OPRD1 inv,MOR-DOR ag,HTR5A ag ctr,Pemphigus Ab inh,PKA-R1A activ,phage Ecoli inh,HTR5A inv ag,PfHsp90 set2
CN1CCCN(C(=O)CNC(=O)c2ccccc2F)CC1,-15,0.8,2.5,-12,2.8,-1,118,-10,-0.7,2,-3
Cc1cccc(C(=O)O/N=C/c2ccc(Br)cc2)c1,1,-0.5,-2.2,-11,1.9,4,101,-11,4.4,-12,-8
CCN(c1ccc(Cl)cc1)S(=O)(=O)c1nnc(NC(=O)C(C)C)s1,15,nt,nt,16,-3.4,1,117,-14,3.6,-3,-16
C[C@H](NC(=O)c1ccco1)C(=O)NC1CCCCCC1,144,-0.7,0.8,0,0.1,0,101,-13,1.5,0,8
CC(C)(C)C1CCC(=NNC(=O)c2cc3c(s2)CCCC3)CC1 (stereo unspecified),542*,3.3,2.8,-10,1.9,2,83,1,3.6,-2,19
CSc1ccc(C(=O)C2CCCN(S(=O)(=O)N(C)C)C2)cc1 (stereo unspecified),14,-1.2,-2.9,16,-3.1,1,104,-8,6.2,-2,-28
CN(CCc1ccccc1)C(=O)c1cccc(NC(=O)Cc2cccc(NC(=O)C3CCCN(C(=O)C4CCCCC4)C3)c2)c1 (stereo unspecified),nt,nt,nt,1,-0.2,10,95,3,-2.2,-37,-18
CC(=O)c1ccc(NC(=S)NC(NC(=O)c2ccco2)C(Cl)(Cl)Cl)cc1 (stereo unspecified),-3,19*,21*,3,-0.7,-1,103,5,17*,3,nt
C=C(C)CSc1nc2sc3c(c2c(=O)n1-c1ccccc1)CCN(C)C3,12,-0.3,-0.2,16,-2.8,2,98,-17,1.9,-7,6
Cc1cc([N+](=O)[O-])ccc1NC(=O)CCC(=O)N1CCCCC1,-7,-0.1,-0.3,7,-1.2,-1,124,-6,-1.3,3,12
COc1ccc(NC2C=CS(=O)(=O)C2)c(OC)c1 (stereo unspecified),0,-0.5,-2.5,-18,3.0,-7,105,-12,2.0,16,-8
COC(C(=O)Nc1ccnn1C1CCN(Cc2cccc(C)n2)CC1)c1ccccc1 (stereo unspecified),-5,-0.8,1.0,1,-0.1,0,102,-9,2.3,-1,-11
Nc1ccc(C(=O)Nc2ccc(OC(F)(F)C(F)F)c(NC(=O)c3ccc(N)cc3)c2)cc1,12,-1.7,-1.4,12,-2.2,-1,112,-1,3.0,1,-1
Cc1ccc(C(=O)NC(Cc2c[nH]c3ccccc23)C(=O)O)cc1 (stereo unspecified),-5,-2.5,-1.8,12,-2.5,-8,104,-2,2.3,19,nt
O=C(CN(Cc1ccco1)C(=O)c1ccccc1F)Nc1ccccc1C(F)(F)F,15,-1.9,-0.8,3,-0.8,5,nt,-6,1.6,-15,-38
CC(C)C(c1nnnn1C(C)(C)C)N1CCN(Cc2cccnc2)CC1 (stereo unspecified),1,0.7,-0.6,19,-3.6,-1,100,-8,4.0,2,0
CC(=O)C1=C(C)NC(SCc2ccc(C#N)cc2)=C(C#N)C1c1ccco1 (stereo unspecified),2,0.8,1.9,-6,1.2,4,nt,-3,3.2,-5,-27
CCOc1cccc(C(=O)Nc2cnn(Cc3ccccc3)c2)c1,552,-0.7,4.6,21,-5.0,1,104,-9,3.2,19,-12
Cc1ccc(-c2noc(C3CCCN(C(=O)c4ccccc4Br)C3)n2)o1 (stereo unspecified),133,-1.8,2.7,11,-1.4,-4,nt,-5,0.7,11,4
COc1cccc2cc(C(=O)N3CCc4ccccc43)c(=O)oc12,198,-3.1,-0.2,19,-3.5,-2,104,-4,1.8,14,20
COc1cc(OC)cc(C(=O)NNC(=O)CCNS(=O)(=O)c2ccc(C)c(C)c2)c1,nt,nt,nt,7,-1.0,1,101,-13,-1.0,-3,6
COc1ccc2[nH]c(C(=O)O)c(NC(=O)c3cc(OC)c(OC)c(OC)c3)c2c1,18,nt,nt,18,-3.9,-1,102,-1,-1.3,5,12
COc1ccc(C2C(C(N)=O)=C(C)Nc3nc(-c4ccccc4)nn32)cc1OC (stereo unspecified),1,1.9,4.3,4,-0.8,-6,108,0,2.0,16,4
COC(=O)c1c(-c2ccc(C)cc2)csc1NC(=O)C1CC=CCC1C(=O)O (stereo unspecified),1,-0.3,4.1,15,-2.9,10,106,-11,1.7,-33,-3
Cc1ccc(S(=O)(=O)N2CCOCC2)cc1C(=O)N1CCN(S(=O)(=O)c2ccccc2F)CC1,nt,nt,nt,1,-0.2,0,104,4,5.8,-1,-4
COc1cc(CNC2CCCC2)c(Br)cc1OCc1ccccc1,-10,0.0,0.5,-59,12,-1,109,1,2.8,2,3
O=S(=O)(Nc1ccc(Cl)cn1)c1cnc(Cl)c(Br)c1,-4,1.2,-0.8,7,-1.2,1,100,-12,4.5,-3,-5
Cn1c(/C=C/N(Cc2ccccc2)c2ccccc2)c([N+](=O)[O-])c(=O)n(C)c1=O,-13,-1.1,1.9,15,-2.2,-1,102,-1,0.9,15,-12
NC(=O)c1ccc(NC(=O)CSc2nnc(-c3ccccn3)n2N)cc1,nt,2.4,2.1,15,-2.9,8,97,2,4.4,-5,8
O=C(NC1CCCCC1)C1CCN(c2ncccn2)CC1,-5,2.0,1.9,21,-3.9,11,103,-7,0.3,-29,1
Cc1ccc(NC(=O)COS(=O)c2ccc(C)cc2)cc1 (stereo unspecified),14,2.2,2.9,5,-1.0,-2,96,0,2.4,3,6
CN(C)S(=O)(=O)c1cccc(-c2nn(-c3ccccc3)cc2/C=C2\SC(=S)N(CC(=O)O)C2=O)c1,-6,-1.1,0.2,5,-1.0,0,34*,-5,-0.3,-1,-12
O=C(NCCc1nnc2ccc(NCc3ccc(Cl)cc3)nn12)c1ccccc1,-17,0.0,3.5,6,-1.2,9,98,3,-1.8,-26,0
Cc1ccc(C)c(NC(=O)C2COc3ccccc3O2)c1 (stereo unspecified),7,1.3,1.4,5,-1.0,-1,104,-4,-1.9,3,-23
O=C(C1=C[C@H](c2ccc(Br)cc2)C[C@H](OCCCCO)O1)N1CCN(Cc2ccccc2)CC1,-6,-0.3,-0.5,11,-1.9,5,109,-3,3.3,-16,-14
Cc1ccc(-c2cccc(CN3CCN(C4CCN(C(C)C)CC4)C(CCO)C3)c2)o1 (stereo unspecified),6,-0.7,3.7,7,-1.5,1,104,-6,1.5,-3,-5
c1ccc(CC2CCN(c3nnnn3-c3ccccc3)CC2)cc1,-3,1.8,0.2,8,-1.8,-2,117,3,2.8,-5,-12
COc1ccc(-n2nc(C(=O)NCC(=O)N3CCC(C)CC3)c3ccccc3c2=O)c(OC)c1,5,3.0,3.5,6,-1.0,-3,nt,6,3.3,1,7
CCC(C)NC(=O)c1cn(-c2cccc(C)n2)cn1 (stereo unspecified),-2,1.3,3.7,9,-2.1,5,nt,1,3.2,6,-1
CN1CCN(C(=O)c2ccc3c(=O)n4c(nc3c2)CCCCC4)CC1,164,0.5,2.2,13,-2.7,-5,98,-7,1.7,13,3

# 8 structures already listed, arranged by count of non-hydrogen atoms, smallest number first:
SMILES,Mot1-301 SUMO,E coli growth,AddAB inh,OPRM1-OPRD1 inv,MOR-DOR ag,HTR5A ag ctr,Pemphigus Ab inh,PKA-R1A activ,phage Ecoli inh,HTR5A inv ag,PfHsp90 set2
CCC(C)NC(=O)c1cn(-c2cccc(C)n2)cn1 (stereo unspecified),-2,1.3,3.7,9,-2.1,5,nt,1,3.2,6,-1
O=C(NC1CCCCC1)C1CCN(c2ncccn2)CC1,-5,2.0,1.9,21,-3.9,11,103,-7,0.3,-29,1
c1ccc(CC2CCN(c3nnnn3-c3ccccc3)CC2)cc1,-3,1.8,0.2,8,-1.8,-2,117,3,2.8,-5,-12
CN1CCN(C(=O)c2ccc3c(=O)n4c(nc3c2)CCCCC4)CC1,164,0.5,2.2,13,-2.7,-5,98,-7,1.7,13,3
O=C(NCCc1nnc2ccc(NCc3ccc(Cl)cc3)nn12)c1ccccc1,-17,0.0,3.5,6,-1.2,9,98,3,-1.8,-26,0
Cc1ccc(-c2cccc(CN3CCN(C4CCN(C(C)C)CC4)C(CCO)C3)c2)o1 (stereo unspecified),6,-0.7,3.7,7,-1.5,1,104,-6,1.5,-3,-5
COc1ccc(-n2nc(C(=O)NCC(=O)N3CCC(C)CC3)c3ccccc3c2=O)c(OC)c1,5,3.0,3.5,6,-1.0,-3,nt,6,3.3,1,7
CN(C)S(=O)(=O)c1cccc(-c2nn(-c3ccccc3)cc2/C=C2\SC(=S)N(CC(=O)O)C2=O)c1,-6,-1.1,0.2,5,-1.0,0,34*,-5,-0.3,-1,-12

# (cont.)
SMILES,Mot1-301 SUMO,E coli growth,AddAB inh,OPRM1-OPRD1 inv,MOR-DOR ag,HTR5A ag ctr,Pemphigus Ab inh,PKA-R1A activ,phage Ecoli inh,HTR5A inv ag,PfHsp90 set2
CCc1cccc(C)c1NC(=O)COC(=O)C(NS(=O)(=O)c1ccc(Cl)cc1)C(C)O (stereo unspecified),-10,-0.1,2.3,10,-1.7,-2,96,4,4.0,5,26
Cc1c(Cl)cnc(NC(=O)COC(=O)C2CCCC2)c1Cl,-4,-0.4,-0.5,-8,2.0,-1,95,12,0.0,7,-11
CC1=C/C(=C(\c2cc(C)c(O)c(Br)c2)c2ccccc2S(=O)(=O)O)C=C(Br)C1=O,-43,-9.9,-12,28*,-5.5,-11,104,34*,-14,8,68
CC(C)CNC(=O)c1ccc(C2SCC(=O)N2Cc2ccccc2)cc1 (stereo unspecified),-16,-0.3,1.8,-3,0.6,-1,102,8,4.0,2,40
COc1ccccc1COc1ccc2c(C)c(CCC(=O)O)c(=O)oc2c1C,3,3.0,2.9,20,-4.4,-5,nt,-8,3.3,16,24
CC1N/C(=C\C(=O)c2ccccc2)N(O)C1(C)C (stereo unspecified),-11,-1.9,0.2,1,-0.3,4,105,-1,3.6,-11,-9
O=S(=O)(Nc1ccc(Cl)cn1)c1ccc(Cl)cc1,79,-0.9,-1.2,4,-0.6,-3,87,-7,5.3,8,-12
N/C(=N\O)c1ccccc1N1CCCCC1,12,-1.4,2.5,16,-3.1,2,103,-4,2.5,-5,2
CC1(C)CC(NC(=O)C(Cl)(Cl)Cl)CC(C)(C)N1,-12,1.1,2.2,7,-1.3,0,93,13,2.7,-21,-9
O=C(NCc1ccc(Cl)cc1)c1noc2c1CCCC2,-13,-0.2,1.2,3,-0.5,2,94,1,3.5,-5,-3
N#Cc1nc(-c2cccc3ccccc23)oc1NCCN1CCOCC1,-1,-4.7,-0.9,2,-0.4,7,97,1,nt,-11,nt
CCOc1ccc(C(=O)NCC(=O)N2CCC3(CC2)NCCc2[nH]cnc23)cc1,-11,-0.4,1.0,6,-1.1,7,nt,2,3.5,-3,12
O=C(CC1CCCCC1)NCCCN1CCOCC1,28,0.2,-0.1,-3,0.4,4,98,-5,3.7,-10,0
